Assay outcomes: PubChem, National Center for Advancing Translational Sciences (NCATS)
RECQ1 inh = inhibitors of human RECQ1 DNA helicase. P46063. RECQ1 DNA unwinding, red fluorescence kinetic read. Potency, µM (top dose mostly 57.3 µM), without a hit: top-dose activity, negative = inhibition, usual class: inhibitors. 240,000 compounds, 0.54% hits. AID 2549;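 further: plate controls were vehicle for no effect and no enzyme for full effect; nearly all actives have a fitted effect of over 30% in size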
Target sequence (P46063 whole entry, looked up): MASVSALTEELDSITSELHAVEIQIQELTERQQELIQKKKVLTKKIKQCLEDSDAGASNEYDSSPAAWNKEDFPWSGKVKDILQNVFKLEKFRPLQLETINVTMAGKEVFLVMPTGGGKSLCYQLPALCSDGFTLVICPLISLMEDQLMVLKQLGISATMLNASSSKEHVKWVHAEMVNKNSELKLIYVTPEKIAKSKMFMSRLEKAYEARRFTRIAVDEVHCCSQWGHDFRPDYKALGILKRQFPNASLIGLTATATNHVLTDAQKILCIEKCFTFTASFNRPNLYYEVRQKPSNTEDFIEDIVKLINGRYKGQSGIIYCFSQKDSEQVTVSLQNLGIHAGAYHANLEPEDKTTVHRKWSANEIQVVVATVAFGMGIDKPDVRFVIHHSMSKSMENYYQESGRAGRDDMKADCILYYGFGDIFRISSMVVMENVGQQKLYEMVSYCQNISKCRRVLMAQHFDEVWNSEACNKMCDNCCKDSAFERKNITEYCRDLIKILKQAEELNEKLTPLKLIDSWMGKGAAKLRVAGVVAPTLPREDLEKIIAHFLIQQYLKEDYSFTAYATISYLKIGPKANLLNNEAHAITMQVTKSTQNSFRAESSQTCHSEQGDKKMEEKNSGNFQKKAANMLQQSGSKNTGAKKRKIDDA
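50 nM RECQ1T1 preincubated 15 min with compound in Tris pH 8.0 buffer with MgCl2, DTT, Tween-20 and 2.5 ug/ml poly(dI-dC); started with 200 nM TAMRA/BHQ-2 forked duplex and 2 mM ATP. Unwinding read as fluorescence (525/598 nm), two reads 2 h apart.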
IMPase Li cell = IMPase inhibition in cells with lithium potentiation. CHO-M1 cells, IP1 TR-FRET (IP-One), carbachol + lithium. Potency, µM (titrated, usually from 59.4 µM), for the others: at the top dose activity, negative = IMPase inhibition, usual class: inhibitors. 210,000 compounds, 0.35% hits. AID 1457;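 further: IP1 builds up when IMPase is blocked and the TR-FRET signal falls; plate controls were basal vehicle for no effect and high inhibitor control for full effect; nearly all actives have a fitted effect of over 50% in size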
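Lithium-sensitised IP1 accumulation assay; M1-expressing CHO cells treated 30 min at 37C with compound. Competitive antibody detection by time-resolved FRET followed a 10 min room-temperature lysis step.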
KinaseGlo FLuc = Kinase-Glo luciferase inhibition (counter-screen); Q27757; Kinase-Glo luciferase, ATP luminescence, 8 min; Potency, µM (series often up to 38.3 µM), without a hit: top-dose activity change, negative = inhibition, most hits filed as inhibitors; 200,000 compounds, 0.28% hits; AID 1379; further: on the % scale 0 is the no-effect control and ±100 the full control effect; nearly all actives have a fitted effect of over 60% in size
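Compounds were added to a substrate mix at pH 7.2 (50 mM imidazole, 10 uM ATP, within the enzyme's linear range), followed by Kinase-Glo detection reagent; luminescence was measured after 8 minutes at ambient temperature.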
NPSR antag = neuropeptide S receptor (human) antagonism, cAMP | CHO-NPSR cells, cAMP TR-FRET, antagonist mode | AID 1461 | Q6W5P4 | 220,000 compounds, 1% hits | Potency, µM (doses to about 38.3 µM), for the others: at the top dose activity change, negative = inhibition, hits mostly inhibitors; further: on the % scale 0 is the no-effect control and ±100 the full control effect; nearly all actives have a fitted effect of over 50% in size; many of its hits are not listed in these tables
Target sequence (Q6W5P4 whole entry, looked up): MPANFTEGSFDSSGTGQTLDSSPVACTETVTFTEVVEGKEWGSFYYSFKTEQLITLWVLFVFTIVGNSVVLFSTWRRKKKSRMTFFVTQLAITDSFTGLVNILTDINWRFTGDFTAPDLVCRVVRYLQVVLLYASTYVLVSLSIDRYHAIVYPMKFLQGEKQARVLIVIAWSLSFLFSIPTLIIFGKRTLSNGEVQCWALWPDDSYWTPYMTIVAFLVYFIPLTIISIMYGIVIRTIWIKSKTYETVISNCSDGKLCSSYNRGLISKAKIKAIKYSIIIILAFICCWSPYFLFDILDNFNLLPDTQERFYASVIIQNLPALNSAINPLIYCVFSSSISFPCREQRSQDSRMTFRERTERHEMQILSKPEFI
JMJD2E inh = blocks human JMJD2E demethylase activity | B2RXH2 | JMJD2E catalytic domain, FDH-coupled NADH fluorescence (FDH is formaldehyde dehydrogenase) | Potency, µM (doses to about 57.1 µM), for inactives: at the top dose activity change, negative = inhibition, hits mostly inhibitors | 230,000 compounds, 1.6% hits | AID 2147; active means well fitted inhibition curve with a large enough effect, not every such curve was filed as active; inconclusive means small, poorly fitted or top-dose-only effect, or another doubt; inactive means no such curve, though single readings can be large or run the other way;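 further: 0% = wells with enzyme and -100% = buffer wells without enzyme; nearly all actives have a fitted effect of over 50% in size; many of its hits are not listed in these tables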
GoLoco inh red = inhibitors of human Gai1-RGS12 GoLoco interaction (red fluorophore); P63096; Potency, µM (doses to about 61.6 µM), inactives show at the top dose activity, negative = inhibition, most hits filed as inhibitors; Gai1:RGS12 GoLoco peptide FP, rhodamine, 10 min; 230,000 compounds, 0.44% hits; AID 880; active means well fitted inhibition curve with a large enough effect, not every such curve was filed as active; inactive means no such curve, though single readings can be large or run the other way; further: on the % scale 0 is the no-effect control and ±100 the full control effect; nearly all actives have a fitted effect of over 30% in size; many of its hits are not listed in these tables
SMN2 splice enh = increases expression of the SMN2 splice variant | HEK293 SMN2-luciferase splicing reporter, luminescence, 30-36 h | Potency, µM (titrated, usually from 46.1 µM), inactives show top-dose activity change, positive = activation, actives largely listed as activators | 210,000 compounds, 2.8% hits; further: % of control where 0% means no effect; nearly all actives have a fitted effect of over 55% in size
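HEK293 cells carry an SMN2 minigene-luciferase reporter in which exon 7 inclusion puts luciferase in frame. Cells were seeded at 2000 cells/well, attached for 10-12 hours, then exposed to compounds for 30-36 hours at 37C before ONE-Glo luminescence.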
Epigenetic derep = derepresses silenced GFP reporter in murine cells | AID 1865 | Potency, µM (top dose mostly 53.9 µM), without a hit: at the highest dose GFP activation, most hits filed as activators | 280,000 compounds, 0.2% hits | murine LDR cells, GFP reporter derepression, 30 h; further: % of control where 0% means no effect; nearly all actives have a fitted effect of over 60% in size
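Reporter derepression read as number of fluorescent GFP-positive objects, 20-120 um in size, counted by laser-scanning cytometer. Mouse LDR line with an epigenetically silenced CMV-GFP locus; compound incubation 30 h, 37 C.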
Active calls of the source: *; i = inactive; ? = inconclusive; . = not tested or not shown; & = joins results of further samples; ! = not active in a repeat; [ ] = dose if it differs, or a comment. Unless noted, the call rests on the fitted dose curve; in most records, active means well fitted curve in the direction sought with a large enough effect; inconclusive means small, poorly fitted or top-dose-only effect, or another doubt; inactive means no such curve, though single readings can be large; an effect the other way counts as inactive or inconclusive. Potency means the concentration at half of the fitted maximal effect. This is a subset; rates above refer to the full screens.

molecule,GoLoco inh red,IMPase Li cell,Epigenetic derep,NPSR antag,SMN2 splice enh,JMJD2E inh,RECQ1 inh,KinaseGlo FLuc
CCn1c(SCC(=O)Nc2cc(NC(C)=O)ccc2OC)nnc1-c1cccnc1,-0.8%,7.8%[38.3 µM],-1.1%,-7.5%[46.1 µM],15.8%,9.7%,-10.9%,-0.7%
COc1cc(OC)c(OC)cc1/C=N/NC(=S)NCC1CCCO1 (stereo unspecified),5.7%,7.3%[38.3 µM],0.0%,-8.4%[46.1 µM],-24.2%,?,i,1.6%
COc1cc(O)c(C(CC(=O)N2CCCC(C)C2)c2cc(OC)c(OC)c(OC)c2)c(OC)c1 (stereo unspecified),3.3%,.,-1.9%,5.7%,.,3.5%,10.9%,.
CCCCOC(=O)c1ccc(NC(=S)NC(=O)c2c(Br)c(C)nn2C)cc1,8.2%,11.1%,1.1%,-21.9%,-46.5%[inhibitor],-2.9%,i,0.9%
C=CCNC(=O)COc1ccc(S(=O)(=O)NC2CCCCC2)cc1,1.8%,3.2%[38.3 µM],-1.1%,-9.6%[46.1 µM],33.7%,1.8%,-9.7%,1.8%
Cn1c(CO)cnc1S(=O)(=O)Cc1ccc([N+](=O)[O-])cc1,-3.8%,29.3%[38.3 µM],4.1%,3.3%[46.1 µM],0.3%,-3.0%,-7.2%,3.6%
O=C(Nc1ccc(N2CCCC2)cc1)C(Cl)c1ccccc1 (stereo unspecified),-4.7%,49.3%[activator][38.3 µM],0.0%,-23.0%[46.1 µM],-10.1%,?,-4.4%,?
Cc1ccc(C(=O)Cn2c(C)cc(C)c(C#N)c2=O)cc1,4.9%,0.7%[38.3 µM],3.9%,-4.9%[46.1 µM],-25.0%,-6.7%,-16.9%,-1.3%
COc1cc(CC(=O)OCC(=O)Nc2cccc([N+](=O)[O-])c2)cc(OC)c1OC,-0.7%,-0.2%,0.0%,-1.9%,3.5%,4.4%,-0.1%,1.7%
Cc1c(C(=O)OC2CCCC2)[nH]c2c1C(=O)CC(c1ccco1)C2 (stereo unspecified),7.2%,26.1%[38.3 µM],0.9%,27.3%[46.1 µM],-67.2%[inhibitor],-5.4%,-7.9%,-0.3%
Cc1ccc[n+](CC(=O)Nc2nc3ccccc3s2)c1,3.6%,23.6%,-1.1%,-0.2%,1.9%,-2.7%,27.6%,0.4%
CSc1ccc(/C=C(\NC(=O)c2ccc(C)cc2)C(=O)NN)cc1,7.3%,.,-1.0%,5.4%,.,-6.2%,-19.9%,.
CCCCCCCCC#CCC#CCC#CCCCC(=O)O,8.6%&-2.0%,-2.1%&8.6%,0.8%&2.2%,.,9.7%&-2.6%,-0.4%,20µM*!,0.0%
Cc1ccc(C)n1CCN1CCN(C(=O)CC#N)CC1,37.3%[activator],4.8%,0.0%,-3.7%,20.1%,?,-2.4%,-3.0%
CN(C)S(=O)(=O)c1ccc(C(=O)OCn2nnc3ccccc3c2=O)cc1,7.4%,27.2%[38.3 µM],0.5%,-8.7%[46.1 µM],19.4%,3.4%,-2.6%,-1.3%
CN(C)Cc1ccccc1-c1nc(N(C)Cc2ccco2)c2ccccc2n1,-1.0%,16.8%,7.4%,.,-8.2%,?,-4.3%,0.5%
Cc1cccc(NC(=O)c2cc(-c3ccccn3)nc3ccccc23)c1C,1.4%,4.5%,9.3%,-4.7%,-14.1%,0.3%,18.8%,0.8%
COc1cccc(/C(O)=C2/C(=O)C(=O)N(Cc3ccco3)C2c2ccncc2)c1 (stereo unspecified),5.1%,0.4%[38.3 µM],-1.1%,-7.9%[46.1 µM],-2.7%,-17.7%,i,-0.9%
COc1ccc(CCNC(=O)C2CC(c3ccc(C(F)(F)F)cc3)=NO2)cc1 (stereo unspecified),0.2%,.,?,11.7%,.,8.9%,i,.
CCCc1sc(N2CCCC(C(N)=O)C2)nc1-c1ccccc1 (stereo unspecified),-4.7%,-2.6%,-2.2%,-9.0%,9.9%,8.0%,i,-1.1%
O=C(Nc1nc2ccccc2[nH]1)c1ccc(F)cc1,0.6%,-4.8%[38.3 µM],0.0%,-8.3%[46.1 µM],14.1µM*,?,-7.0%,?
COc1ccc(NC(=O)CN2CCN(S(=O)(=O)c3ccc(F)cc3)CC2)cc1Cl,-2.8%,8.0%,0.9%,-9.7%[46.1 µM],-34.4%[inhibitor],4.4%,-2.0%,3.7%
CSc1ccccc1NC(=O)C1CC(c2ccccc2O)=NO1 (stereo unspecified),13.8%,-3.3%[38.3 µM],1.2%,-10.3%[46.1 µM],13.5%,-7.7%,i,1.8%
O=C(NCCN1CCCCC1)c1ccco1,-1.5%,-4.8%,0.0%,2.9%[46.1 µM],23.1%,-2.8%,0.6%,5.5%
Cc1cc(C(=O)OCC(=O)Nc2cc(S(=O)(=O)N(C)C)ccc2C)c2ccccc2n1,10.9%,12.7%,1.1%,3.0%,8.7%,?,-9.4%,0.1%
COc1ccc(S(=O)(=O)N(C(=O)c2ccco2)c2cc3sc(=O)oc3c3ccccc23)cc1,0.6%,11.1%,6.6%,-11.8%,-9.7%[1.84 µM],12.6µM*,-1.6%,2.6%
COc1cc(C2C(N3C(=O)c4ccccc4C3=O)C(=O)N2c2cccc(C)c2)cc(OC)c1OC (stereo unspecified),-6.5%,0.8%,0.0%,23.3%,9.1%[1.84 µM],0.0%,1.7%,-1.8%
COc1ccccc1-n1cnnc1SCC(=O)NCc1cccs1,-9.7%,21.4%[38.3 µM],1.6%,-9.7%[46.1 µM],4.5%,1.2%,-7.3%,-1.3%
CCC(CC)c1nnc(NC(=O)c2cc([N+](=O)[O-])ccc2N2CCCCC2)s1,25.8%,7.0%,-1.6%,?,-40.4%[inhibitor],-6.8%,-0.7%,1.9%
CCCCOc1ccc(C(=O)Nc2ccc(N3CCN(C(C)=O)CC3)cc2)cc1,-9.7%,-3.8%[38.3 µM],-2.9%,-1.0%[46.1 µM],-21.8%,16.3%,-12.0%,-1.3%

Looked up above.
Under GoLoco inh red, COc1cc(C2C(N3C(=O)c4ccccc4C3=O)C(=O)N2c2cccc(C)c2)cc(OC)c1OC (stereo unspecified) is listed with -6.5%
Under Epigenetic derep, CCC(CC)c1nnc(NC(=O)c2cc([N+](=O)[O-])ccc2N2CCCCC2)s1 is listed with -1.6%
Under KinaseGlo FLuc, COc1ccc(S(=O)(=O)N(C(=O)c2ccco2)c2cc3sc(=O)oc3c3ccccc23)cc1 is listed with 2.6%

New compounds follow
molecule,GoLoco inh red,IMPase Li cell,Epigenetic derep,NPSR antag,SMN2 splice enh,JMJD2E inh,RECQ1 inh,KinaseGlo FLuc
CCOc1ccc(NC(=S)N(CCOC)C(C)c2ccco2)cc1 (stereo unspecified),-2.5%,.,-0.9%,-6.9%,.,-7.1%,-5.1%,.
COc1ccc(Br)cc1CN(C)CC(=O)Nc1cc(Cl)cc(Cl)c1,14.2%,18.7%,0.0%,-50.1%,-27.6%,0.2%,i,4.9%
N#Cc1ccc(-c2ccccc2)nc1SCC(=O)c1cc2ccccc2oc1=O,15.8%,-10.0%,0.9%,-5.0%[46.1 µM],-11.1%,?,-8.5%,3.6%
Cc1cc(C)cc(OCC(=O)NNC(=O)C2CCCO2)c1 (stereo unspecified),-6.1%,-1.3%,-4.1%,10.7%,3.6%,1.1%,-4.2%,-2.8%
O=c1[nH]c2cc3c(cc2cc1CN(Cc1ccco1)C(=S)NCCCN1CCOCC1)OCCO3,6.3%,-2.1%,-0.1%,5.7%,.,?,2.5%,-2.3%
CCN(CC)c1ccc(Nc2nc(N3CCOCC3)c3ccccc3n2)cc1,-17.9%,49.4%[activator][38.3 µM],0.3%,-5.9%[46.1 µM],-81.3%[inhibitor],-13.0%,i,0.7%
CCCS(=O)(=O)N1CCn2c(nc3ccccc32)C1,9.6%,-2.2%[38.3 µM],-0.2%,-14.5%[46.1 µM],0.9%,3.6%,-7.2%,16.8%
Nc1nc(C(=O)N2CCOCC2)nn1S(=O)(=O)c1ccccc1,.,.,-10.1%,7.6%[46.1 µM],.,-5.8%,-5.2%,.
N[C@@H](CCCC(=O)O)C(=O)O,-33.6%,1.9%,0.0%,-11.8%[46.1 µM],4.6%,2.9%,-8.4%,-0.9%
COCCn1nnnc1SCC(=O)c1ccccc1,2.4%,35.4%[38.3 µM],0.0%,-6.3%[46.1 µM],?,-1.2%,7.3%,-3.5%

Full records, looked up by structure. Values in the order: GoLoco inh red	IMPase Li cell	Epigenetic derep	NPSR antag	SMN2 splice enh	JMJD2E inh	RECQ1 inh	KinaseGlo FLuc
N[C@@H](CCCC(=O)O)C(=O)O across the screens: -33.6%	1.9%	0.0%	-11.8%[46.1 µM]	4.6%	2.9%	-8.4%	-0.9%
Nc1nc(C(=O)N2CCOCC2)nn1S(=O)(=O)c1ccccc1 across the screens: .	.	-10.1%	7.6%[46.1 µM]	.	-5.8%	-5.2%	.

Next entries:
molecule,GoLoco inh red,IMPase Li cell,Epigenetic derep,NPSR antag,SMN2 splice enh,JMJD2E inh,RECQ1 inh,KinaseGlo FLuc
Cn1c(=O)oc2cc(S(=O)(=O)N3CCCC(C(=O)NCc4ccc5c(c4)OCO5)C3)ccc21 (stereo unspecified),-0.7%,-2.4%[38.3 µM],13.9%,-10.4%[46.1 µM],-21.8%,10.9%,-7.4%,2.0%
CC(c1ccccc1)n1cnc2ccccc21 (stereo unspecified),6.1%,26.8%[38.3 µM],0.0%,-6.0%[46.1 µM],9.1%,8.1%,i,0.3%
Cc1ccc(NNC(=O)c2cc(C)on2)c(C)c1,7.6%,.,-1.4%,10.4%[7.67 µM],.,-7.9%,-4.6%,.
CN(C)c1ccc(/C=N\NC(=O)c2ccc(Cn3cc(Cl)cn3)cc2)cc1,10.1%,-4.1%,5.1%,-29.7%,-12.5%,?,-8.0%,-1.0%
